Bioassay records as filed in PubChem BioAssay.
VEEV TC-83 Vero = inhibitors of VEEV TC-83 cytopathic effect, confirmation, Vero cells (AID 588727) | Vero cells, VEEV TC-83 cytopathic effect inhibition; higher % means a stronger effect | one-dose inhibition, % at 20 µM; IC50 in µM for titrated hits | 350,000 tested, 0.13% active; in the data active = a potency from the dose series; inconclusive = inhibition mostly from about 14% at the one dose, without a potency; inactive = the rest, 99 in 100 with inhibition below about 12%; note: strong numbers were not always called active
Salmonella PhoP GFP = PhoP regulon inhibitors, Salmonella typhi PhoP promoter GFP reporter, confirmatory (AID 1850); Salmonella Typhi PhoP-promoter GFP reporter, fluorescence, 4 h; higher % means a stronger effect; one-dose inhibition, % at 50 µM; IC50 in µM for titrated hits; 310,000 tested, 0.33% active; in the data active = a potency from the dose series; inconclusive = inhibition mostly from about 25% at the one dose, without a potency; inactive = the rest, 99 in 100 with inhibition below about 19%;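 note: 0% = induced wells with vehicle and 100% = uninduced wells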
Starred values were filed as active, the others as inactive; i = inactive; u = inconclusive; x = no result given. The list is partial; the hit share may differ from the screen's.

SMILES	VEEV TC-83 Vero	Salmonella PhoP GFP
Cc1ccc(CNC(=O)c2ccc3nc4[nH]c5ccccc5c4nc3c2)cc1	x	-6.3%
O=C(CN1C(=O)c2ccccc2C1=O)Nc1nc(-c2cccc([N+](=O)[O-])c2)cs1	x	6.1%
COc1ccc2c(c1)C(=O)[C@@H](OC(=O)NCc1ccc3c(c1)OCO3)[C@H](c1ccc(OC)c(Br)c1)O2	x	-3.1%
CC1(C)SC2[C@H](NC(=O)C(NC(=O)N3CCNC3=O)c3ccccc3)C(=O)N2C1C(=O)O (stereo not given in full)	x	0.7%
CCCCNC(=O)C(c1ccc(-c2ccccc2)cc1)N(CCN1CCOCC1)C(=O)CCCCCN1C(=O)NC(c2ccc([N+](=O)[O-])cc2)C(C(=O)OCc2ccccc2)=C1C (stereo not given)	x	1.3%
O=C(CN1CCN(CCN2C(=O)c3cccc4cccc(c34)C2=O)CC1)c1ccc(Cl)cc1	x	-10.3%
CCCCCCCCCCCCCCCC(=O)OC[C@H](COP(=O)([O-])OCC[N+](C)(C)C)OC(=O)CCCCCCCCCCCCCCC	x	-7.0%
Cc1nc(SCC(=O)c2cc3ccccc3oc2=O)c(C#N)c(C)c1C(=O)Nc1ccccc1	x	-10.4%
O.O.O.O=S(=O)([O-])OC[C@H]1O[C@@H](O[C@]2(COS(=O)(=O)[O-])O[C@H](OS(=O)(=O)[O-])[C@@H](OS(=O)(=O)[O-])[C@@H]2OS(=O)(=O)[O-])[C@H](OS(=O)(=O)[O-])[C@@H](OS(=O)(=O)[O-])[C@@H]1OS(=O)(=O)[O-].[Al]	x	-0.6%
O=C(NCCN1CCOCC1)c1ccc2c(c1)N(Cc1cccc(Cl)c1)C(=O)c1ccccc1S2(=O)=O	0.2%	x
C[C@@H]1CC[C@H](Cc2ccc(-n3cccc3)cc2)N1C(=O)OC(C)(C)C	27.6%	x
COc1ccc(-c2csc(NC(=O)CCNC(=O)c3ccco3)n2)cc1	0.1%	x
Cc1c(Cl)cccc1NC(=S)NC(=O)c1ccccc1	1.8%	x
CCCCCCC1CC(=CN(C)C)C(=O)O1 (stereo not given)	i	x
C[C@H](O)[C@@H]1C(=O)N2CCc3ccc(N4CCN(C)CC4)cc3[C@@H]2C[C@@H]1N(C)C(=O)c1cccnc1	0.6%	x
COc1ccc(C(=O)OCC(=O)NC23CC4CC(CC(C4)C2)C3)c(O)c1	u	x
Cc1cn([C@H]2C[C@H](O)[C@@H](CNC(=O)[C@H](N)Cc3cccnc3)O2)c(=O)[nH]c1=O	i	x
OCC1OC(n2cnc3c(SCc4ccccc4)nc(NO)nc32)C(O)C1O (stereo not given)	2.0%	x
COc1ccc(C2CC(c3cccc([N+](=O)[O-])c3)=NN2/C(C)=C/C(C)=O)cc1 (stereo not given)	0.6%	x
O=C1CC(=Nc2ccc([N+](=O)[O-])cc2)NN1c1c(Cl)cc(Cl)cc1Cl	2.5%	x
CCOC(=O)C(C#N)C(=N)C1C(=O)OC2CCCCC21 (stereo not given)	3.0%	x
Cc1cccc(-n2c(=O)c3c4c(sc3n3c(=S)[nH]nc23)CCC4)c1	0.9%	x
O[C@H]1C[C@H](c2ccccc2)N(CC2CCCCC2)C[C@@H]1n1cc(C2CC2)nn1	1.2%	x
CC(Cc1ccc(O)cc1)NCC(O)c1ccc(O)c(O)c1 (stereo not given)	i	x
CC1(C)CC(=O)C=C(c2n[nH]nc2C2CCCCC2)C1	2.5%	x
N#Cc1ccc(C(S(=O)(=O)Cc2ccccc2)S(=O)(=O)Cc2ccccc2)cc1	0.6%	x
COc1ccc(CN2C(=O)C(CC(=O)NCC3CCCCC3)CC(C(=O)N(C(C)C)C(C)C)=C2C)cc1 (stereo not given)	i	x
O=[N+]([O-])c1ccc(NN=C(C2CC2)C2CC2)c([N+](=O)[O-])c1	i	x
C[C@@H]1CN([C@H](C)CO)C(=O)CCCn2nncc2CO[C@H]1CN(C)C(=O)Nc1cccc(Oc2ccccn2)c1	0.6%	x
Cc1cccc(S(=O)(=O)N(C)C[C@@H]2OCc3cn(nn3)CCCC(=O)N([C@H](C)CO)C[C@H]2C)c1	0.6%	x
c1ccc(-c2nnc3oc(-c4cccs4)nn23)cc1	1.3%	x
O=C(O)c1ccccc1-c1ccccc1C(=O)Nc1ccc2c(c1)C(O)c1ccccc1-2 (stereo not given)	i	x
Cc1nc2nc(C(F)(F)F)[nH]c2nc1C	1.1%	x
COc1ccc(C(=O)Cn2c(NCCCO)nc3ccccc32)cc1	0.4%	x
Cc1ccc(SCc2c(C(=O)N/N=C/c3cccs3)nnn2-c2nonc2N)cc1	4.9%	x
COc1ccc(CNC(=O)N2[C@H]3CC[C@@H]2C=C(c2ccc(F)cc2OCc2ccccc2)C3)cc1OC	0.0%	x
CC(C)Oc1ccc(S(=O)(=O)N2CCOCC2)cc1NC(=O)CSc1nnc(C2CC2)n1C	0.7%	x
COc1ccccc1S(=O)(=O)N(C)C[C@H]1OCc2cnnn2CCCC(=O)N([C@@H](C)CO)C[C@H]1C	i	x
CCN1C(=O)/C(=C\c2cccc(OC)c2Oc2ccc([N+](=O)[O-])cc2[N+](=O)[O-])SC1=S	>6.25µM*	x
Cc1ccc(S(=O)(=O)N(C)C[C@@H]2Oc3ncc(Br)cc3C(=O)N([C@H](C)CO)C[C@@H]2C)cc1	3.2%	x
CN1C(=O)[C@H]2[C@@H](c3ccc(C(F)(F)F)cc3)N[C@]3(CCCN(CC4CCCCC4)C3=O)[C@H]2C1=O	i	x
NC(=O)Cc1ccc(OCc2nn[nH]n2)cc1	i	x
CC1=C(C(=O)N(C(C)C)C(C)C)CC(CC(=O)NC2CCCCC2)C(=O)N1Cc1ccccc1 (stereo not given)	i	x
CCN(CC)C(=O)C1=C(C)N(Cc2ccccc2)C(=O)C(CC(=O)NC2CCCCC2)C1 (stereo not given)	1.1%	x
CC(C)OC(=O)N(C)C[C@H]1OCc2cnnn2CCCC(=O)N([C@H](C)CO)C[C@H]1C	i	x
O=C(c1cc(Cl)cc(Cl)c1)N1Cc2ccccc2-n2nncc2C1	i	x
CCc1ccc(/C=C2\SC(=S)N(CCCC(=O)NC3=NCCS3)C2=O)cc1	0.4%	x
Cc1ccccc1N(CC(=O)N1CCN(Cc2ccccc2)CC1)S(C)(=O)=O	0.1%	x
CCOC(=O)N1CCN(S(=O)(=O)N2CCCC(C(=O)NCc3cc(Br)ccc3OC)C2)CC1 (stereo not given)	1.5%	x
C[C@@H]1CN([C@H](C)CO)C(=O)CCCn2cc(nn2)CO[C@H]1CN(C)C(=O)Nc1cccc(Oc2ccccn2)c1	0.0%	x

Record cards, as listed above. Order of values: VEEV TC-83 Vero	Salmonella PhoP GFP
Results for COc1ccc2c(c1)C(=O)[C@@H](OC(=O)NCc1ccc3c(c1)OCO3)[C@H](c1ccc(OC)c(Br)c1)O2 = x	-3.1%
Results for O[C@H]1C[C@H](c2ccccc2)N(CC2CCCCC2)C[C@@H]1n1cc(C2CC2)nn1 = 1.2%	x
Results for C[C@H](O)[C@@H]1C(=O)N2CCc3ccc(N4CCN(C)CC4)cc3[C@@H]2C[C@@H]1N(C)C(=O)c1cccnc1 = 0.6%	x
Results for O=C(CN1CCN(CCN2C(=O)c3cccc4cccc(c34)C2=O)CC1)c1ccc(Cl)cc1 = x	-10.3%
Results for COc1ccc(C2CC(c3cccc([N+](=O)[O-])c3)=NN2/C(C)=C/C(C)=O)cc1 (stereo not given) = 0.6%	x

Carrying on:
SMILES	VEEV TC-83 Vero	Salmonella PhoP GFP
CC(S(=O)(=O)c1ccccc1)S(=O)(=O)c1ccccc1	0.1%	x
O=C(C[C@H]1C(=O)N(Cc2ccccc2)C[C@@H]1c1ccc(Br)cc1)Nc1ccc(Br)cc1	24.5%	x
O=C1CSC(=S)N1N=Cc1c(F)cccc1Cl	0.5%	x
Cc1nc(-c2cccc(NC(=O)c3ccc(Cl)c(S(=O)(=O)N4CCCC4)c3)c2)cs1	u	x
CCc1ccc(CN2CCC(Oc3cc(C(=O)NC4CC4)ccc3OC)CC2)cc1	7.2%	x
CCC(C)c1ccc(S(=O)(=O)N2CCN(C(=O)CN3C(=O)NC(C)(C4CC4)C3=O)CC2)cc1 (stereo not given)	i	x
COc1ccc(C(=O)OCC(=O)c2ccco2)cc1[N+](=O)[O-]	0.9%	x
O=C(O)Cc1ccc2c(c1)Cc1cccnc1O2	0.1%	x
CN(N=Cc1ccccc1O)c1ccc2ccccc2n1	5.0%	x
CC(=Cc1ccccc1)C(=O)c1ccccc1	0.4%	x
CN(C)c1ccc(C=C2SC(=S)N(Cc3ccco3)C2=O)cc1	1.2%	x
CC1CCCN(S(=O)(=O)c2ccc3[nH]c(=O)cc(C(=O)NCCCN4CCCCCC4)c3c2)C1 (stereo not given)	2.2%	x
CC1=C(C(=O)N2CCOCC2)CC(CC(=O)NCCN2CCOCC2)C(=O)N1Cc1ccccc1 (stereo not given)	i	x
CCOC(=O)C1CC(c2ccccc2)=NN1c1ccccc1 (stereo not given)	i	x
O=C(c1ccoc1)N1CCN(c2cc(-c3ccccc3)nc3cc(-c4ccc(Br)cc4)nn23)CC1	7.9%	x
O=S1(=O)CC(c2ccccc2)=NN=C(c2ccccc2)C1	i	x
CCN1C(=O)[C@H]2[C@@H](c3ccc(OC)cc3)N[C@]3(CCCN(Cc4ccccc4)C3=O)[C@H]2C1=O	i	x
O=C(CCOc1ccccc1)N1CCCC(Nc2ccccc2)C1 (stereo not given)	i	x
CN(c1ccccc1)S(=O)(=O)c1cccc(NC(=O)CCNC(=O)c2ccco2)c1	i	x
CC(=O)N(C(C)=O)c1ccc(Oc2ccc(Oc3ccc(N(C(C)=O)C(C)=O)cc3)cc2)cc1	3.6%	x

Part of the list above, as labelled records.
CCN(CC)C(=O)C1=C(C)N(Cc2ccccc2)C(=O)C(CC(=O)NC2CCCCC2)C1 (stereo not given)
  VEEV TC-83 Vero = 1.1%; Salmonella PhoP GFP = x
CC(C)OC(=O)N(C)C[C@H]1OCc2cnnn2CCCC(=O)N([C@H](C)CO)C[C@H]1C
  VEEV TC-83 Vero = i; Salmonella PhoP GFP = x
O=C(c1cc(Cl)cc(Cl)c1)N1Cc2ccccc2-n2nncc2C1
  VEEV TC-83 Vero = i; Salmonella PhoP GFP = x
CCc1ccc(/C=C2\SC(=S)N(CCCC(=O)NC3=NCCS3)C2=O)cc1
  VEEV TC-83 Vero = 0.4%; Salmonella PhoP GFP = x

Next entries follow.
SMILES	VEEV TC-83 Vero	Salmonella PhoP GFP
N#Cc1cnc2nc1NCCCCCCC2	0.6%	x
CCCCN1C(=O)C(CC(=O)NC2CCCCC2)CC(C(=O)N(C(C)C)C(C)C)=C1C (stereo not given)	0.6%	x
CC(=O)c1ccccc1NC(=O)COC(=O)C1COc2ccccc2O1 (stereo not given)	1.1%	x
CCCCOC(=O)C1=C(C)N(C)C(=O)NC1c1cc2c(cc1Br)OCO2 (stereo not given)	0.0%	x
COc1ccc(C2CCCCCN2C(=O)C2CCN(S(=O)(=O)c3ccc(C)cc3)CC2)cc1 (stereo not given)	0.6%	x
CCCCCNC(=O)c1ccc(NC(=O)CC2SC(N3CCCC3)=NC2=O)cc1 (stereo not given)	0.6%	x
Cc1ccccc1S(=O)(=O)N(C)C[C@@H]1OCc2ccccc2-c2c(n(C)c3ccccc23)C(=O)N([C@H](C)CO)C[C@@H]1C	i	x
CC(=O)N(C)C[C@H]1Oc2ncc(Br)cc2C(=O)N([C@H](C)CO)C[C@@H]1C	2.4%	x
CCOc1ccc(S(=O)(=O)c2ccc(C)cc2)c2c1no[n+]2[O-]	2.0%	x
O=S1(=O)CCN(Cc2cccnc2)CC1	i	x
CN1C(=O)[C@H]2[C@@H](c3ccc(C(F)(F)F)cc3)N[C@]3(CCCN(Cc4cccn4C)C3=O)[C@H]2C1=O	i	x
O=C(c1ccccc1)c1ccc(C(=O)N2CCN(c3ccccc3O)CC2)cc1	9.7%	x
CCN(CC(=O)Nc1cc(Cl)ccc1C)CC(=O)NC1CC1	0.1%	x
Cc1cc(C)c(C)c(S(=O)(=O)N2CCC(C(=O)NCc3cccs3)CC2)c1C	4.4%	x
